TRPC6 inh: blocks the mouse TRPC6 cation channel; Q61143; 310,000 tested, 1.1% active; HEK293-TRPC6, membrane potential dye, ACh-evoked depolarization; hits give low values; B-score at 10 µM; AID 2553;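 active = B-score under library mean minus 3 SD, initial fluorescence not abnormally high, positive integrated signal ratio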;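 note: B-score derived from integrated fluorescence ratio over the kinetic read; more negative B-score means stronger inhibition of depolarization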
TMEM16A inh: mouse TMEM16A channel inhibition, primary screen; Q8BHY3; 310,000 tested, 1.2% active; normalized B-score (activity score, 25-100; higher = stronger inhibition) at 10 µM; HEK293 TMEM16A/YFP iodide influx fluorescence, ionomycin;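 active = ratio plate-corrected score three or more library SD toward inhibition, starting fluorescence score within five deviations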;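 note: score derived from kinetic fluorescence span divided by baseline fluorescence per well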
Target sequence (Q8BHY3 whole entry, looked up): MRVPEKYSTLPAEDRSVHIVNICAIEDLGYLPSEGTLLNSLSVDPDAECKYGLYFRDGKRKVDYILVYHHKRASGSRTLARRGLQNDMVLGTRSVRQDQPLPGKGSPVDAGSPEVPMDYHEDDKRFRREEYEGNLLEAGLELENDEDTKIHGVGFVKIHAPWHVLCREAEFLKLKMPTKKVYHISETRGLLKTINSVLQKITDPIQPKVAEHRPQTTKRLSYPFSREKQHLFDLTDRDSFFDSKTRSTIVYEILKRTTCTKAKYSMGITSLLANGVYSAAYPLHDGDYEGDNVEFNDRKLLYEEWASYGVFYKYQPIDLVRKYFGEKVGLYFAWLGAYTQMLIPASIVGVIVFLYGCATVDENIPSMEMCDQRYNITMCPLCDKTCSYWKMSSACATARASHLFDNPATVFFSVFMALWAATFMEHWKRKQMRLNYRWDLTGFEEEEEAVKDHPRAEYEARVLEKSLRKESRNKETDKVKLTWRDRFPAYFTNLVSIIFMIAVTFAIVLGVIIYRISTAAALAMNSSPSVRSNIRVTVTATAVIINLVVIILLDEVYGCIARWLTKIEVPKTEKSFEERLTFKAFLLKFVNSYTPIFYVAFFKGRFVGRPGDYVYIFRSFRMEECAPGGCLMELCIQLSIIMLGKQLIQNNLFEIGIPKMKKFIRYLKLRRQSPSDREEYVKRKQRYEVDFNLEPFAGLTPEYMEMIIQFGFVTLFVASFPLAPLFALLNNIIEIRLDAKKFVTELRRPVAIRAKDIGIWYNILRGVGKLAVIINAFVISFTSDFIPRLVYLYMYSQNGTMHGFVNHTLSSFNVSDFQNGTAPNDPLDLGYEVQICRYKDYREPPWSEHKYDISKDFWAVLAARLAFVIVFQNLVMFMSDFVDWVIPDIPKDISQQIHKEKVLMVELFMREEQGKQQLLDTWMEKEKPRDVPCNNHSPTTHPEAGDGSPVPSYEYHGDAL
TRPC6 act: activates the mouse TRPC6 cation channel | HEK293-TRPC6 membrane potential dye fluorescence; hits give high values | 310,000 tested, 0.13% active | B-score at 10 µM | Q61143;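 active = B-score of the integrated fluorescence ratio above library mean plus 3 SD, and starting fluorescence ratio within library mean plus 5 SD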;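 note: higher score means more depolarization so channel activation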
RGS4 pot: potentiators or activators of RGS4. HEK293 M3R/inducible RGS4, carbachol calcium flux Fluo4; hits give low values. B-score at 10 µM. 310,000 tested, 0.92% active. AID 463111;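 active = B-score of the integrated calcium signal more than 4 SD below the library mean, with starting fluorescence not abnormally high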;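 note: negative B-score means reduced calcium response which marks RGS4 activation or potentiation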
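System: HEK293 FlpIn-TREx cells, stable M3R, doxycycline-inducible RGS4. Timing: overnight RGS4 induction, 30 min dye load 37 °C, 20 min compound RT. Also added: carbachol, ECmax concentration. Measured by: Fluo4 fluorescence kinetic imaging of calcium. Evaluation: integrated calcium ratio converted to B score.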
TMEM16A act: activates or potentiates the mouse TMEM16A chloride channel; B-score at 10 µM; HEK293 TMEM16A/YFP-H148Q/I152L, iodide quench fluorescence; hits give low values; 340,000 tested, 0.3% active; AID 623877; Q8BHY3;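 active = fluorescence-ratio B-score plate-corrected deviation score at least 3 library SD below zero, with starting fluorescence score within 5 deviations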;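 note: channel opened by trigger with iodide after compound preincubation; score built on the fluorescence ratio of max minus min over baseline; more negative score means more quench and so TMEM16A activation or potentiation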
MrgX1 antagonist: antagonists of human MrgX1 receptor. 310,000 tested, 1.3% active. B-score at 10 µM. MRGX1-HEK293 calcium flux, Fluo-4, BAM8-22 antagonism; hits give low values. Q96LB2;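 active = calcium-response B-score plate-corrected more than 3 library SD below zero, starting fluorescence within 5 deviations, no agonist response on first addition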;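 note: peak minus trough fluorescence over baseline after final BAM8-22 challenge near maximal dose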
HDAC3 inhib: human HDAC3 inhibition; recombinant HDAC3, fluorogenic peptide/trypsin coupled, fluorescence; inhibition, % at 8.3 µM; 320,000 tested, 0.15% active; in the data active = inhibition above about 26%, passing the limit was not always enough
MrgX1 PAM: allosterically activates human MrgX1 receptor signaling | MrgX1-HEK293, Fluo-4 calcium flux, FDSS; hits give high values | 310,000 tested, 0.63% active | AID 588675 | B-score at 10 µM | Q96LB2;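 active = plate-corrected calcium response at least 3 library SD above typical, normal starting fluorescence, not activating the receptor alone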;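 note: compound read alongside a low EC10 to EC30 dose of BAM8-22 agonist; peak minus trough fluorescence over baseline measured at the second addition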
RGS4 inh: human RGS4 inhibition | HEK293 M3R/RGS4 inducible, Fluo-4 calcium flux; hits give high values; triggered by carbachol at its EC20 | 310,000 tested, 0.45% active | B-score at 10 µM | AID 463165;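 active = B-score, a plate-corrected calcium signal, over three deviations above library mean, with baseline fluorescence within five deviations of library mean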;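 note: RGS4 expression induced by doxycycline in cells with stable M3 receptor; B-score is computed from the integrated fluorescence ratio over baseline after carbachol; higher B-score means a larger calcium signal and so more RGS4 inhibition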
MrgX1 agonist: human MrgX1 receptor agonism, primary screen; AID 588627; B-score at 10 µM; Q96LB2; 310,000 tested, 0.44% active; MrgX1-HEK293 cells, Fluo-4 calcium fluorescence, agonist mode; hits give high values;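 active = calcium response B-score plate-corrected fluorescence ratio at least 3 library SD, with starting fluorescence B-score inside 5 SD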
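Material: HEK293 cells stably expressing human MrgX1 receptor | Quantity: 15,000 cells per well | Times: Cells plated overnight, dye loaded 0.5 h 37 °C, 0.5 h room temperature | Measured by: Kinetic Fluo-4 NW fluorescence of intracellular calcium | Control set: Positive and negative controls per plate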
SKKanGAS inh: SKKanGAS growth inhibition. AID 1662. inhibition, % at 7.5 µM. 300,000 tested, 1.3% active. S. pyogenes SKKanGAS, kanamycin growth, BacTiter-Glo, 6 h;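 active = mean replicate score, as percent of positive control median, at least 50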;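 note: strain carries kanamycin resistance gene driven by streptokinase promoter and grows in 40 µg/ml kanamycin; loss of luminescence reflects streptokinase promoter inhibition or plain growth inhibition; 0% = median of DMSO wells and 100% = positive control at its reference dose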
* = called active by the depositor; i = inactive; . = not tested or not shown.

Second line of a record: TRPC6 inh	TMEM16A inh	TRPC6 act	RGS4 pot	TMEM16A act	MrgX1 antagonist	HDAC3 inhib	MrgX1 PAM	RGS4 inh	MrgX1 agonist	SKKanGAS inh
Cc1ccc(C)c(Cn2nnc3c(=O)[nH]c(C(=O)NCC4CCCO4)nc32)c1 (centres undefined)
→ i	i	i	i	i	i	-1.1	i	i	i	9.0
O=C(Cn1cc2c(n1)CCCCC2)NC1CCN(Cc2ccccc2)CC1
→ i	i	i	i	i	i	-3.4	i	i	i	-0.3
COc1cccc(CN(C)CC(=O)NCc2ccc(F)cc2)c1OC
→ i	i	i	i	i	i	-4.8	i	i	i	-1.6
O=C(O)C1CSC2(c3ccc(F)cc3)CCC(=O)N12 (centres undefined)
→ i	i	i	i	i	i	6.9	i	i	i	-1.2
COc1cccc(CN(C)Cc2nc(Cc3ccccc3Cl)no2)c1
→ i	i	i	i	i	i	0.3	i	i	i	6.5
CCOc1ccc(NC(=O)CCC(=O)NNS(=O)(=O)c2ccccc2[N+](=O)[O-])cc1
→ i	i	i	i	i	i	1.4	i	i	i	-1.3
CCOC(=O)c1ccccc1NC(=O)COC(=O)CCC(=O)c1ccccc1
→ i	i	i	i	i	i	3.3	i	i	i	10.8
CCC(=O)Nc1cccc(NC(=O)c2ccc3c(c2)OCCO3)c1
→ i	i	i	i	i	i	7.8	i	i	i	-2.5
Cc1cc(SCC(=O)Nc2ccccc2C)nc(C)n1
→ i	i	i	i	i	i	-4.8	i	i	i	-8.9
O=C(C1CC1)n1cc(C(=S)N2CCOCC2)c2ccccc21
→ i	i	i	i	i	i	15.9	i	i	i	0.1
O=C(c1ccccc1[N+](=O)[O-])N1CC2C3C=CC(C3)C2C1 (centres undefined)
→ -5.45*	i	i	-7.14*	i	i	1.9	i	i	i	23.8
Cc1ccc(CSc2nnc3ccc(-c4ccncc4)nn23)cc1
→ i	i	i	i	i	i	-1.1	i	i	i	-12.4
COc1cc(C)c(NC(=O)C(=S)NCCc2ccccc2)cc1C
→ i	i	i	i	i	i	1.2	i	i	i	13.7
O=C(COC(=O)c1cc[n+]([O-])cc1)Nc1ccccc1Cl
→ i	i	i	i	i	i	0.0	i	i	i	1.5
CCC(C)(C(=O)NC1CCCCC1)N(Cc1ccco1)C(=O)c1ccc2c(c1)OCO2 (centres undefined)
→ i	i	i	i	i	i	3.7	i	i	i	-1.1
Cc1ccc(S(=O)(=O)N2CCCC(C(=O)N3CCCc4ccccc43)C2)cc1 (centres undefined)
→ i	i	i	i	i	i	5.0	i	i	i	1.6
C=CC(=O)N=c1sc2ccccc2n1-c1ccccc1
→ i	i	i	i	i	i	5.2	i	i	i	-9.4
NS(=O)(=O)c1ccc(NN=C2CCCCC2)c([N+](=O)[O-])c1
→ i	i	i	i	i	i	2.2	i	i	i	7.1
Cc1noc(C)c1COC(=O)COc1cccc2c1OC(C)(C)C2
→ i	i	i	i	i	i	6.6	i	i	i	-3.6
Cc1cccc(NC(=O)c2ccccc2-c2ccccc2)c1
→ i	i	i	i	i	i	3.4	i	i	i	5.7
COc1ccc(C(=O)N(CC2CCCO2)C(C(=O)NC2CCCC2)c2ccc(Cl)cc2)cc1OC (centres undefined)
→ i	i	i	i	i	i	-0.5	i	i	i	9.1
Cc1ccccc1OCC(=O)O/N=C(\N)c1ccncc1
→ i	i	i	i	i	i	1.0	i	i	i	1.7
CCc1ccc(C(=O)NCC2COc3ccccc3O2)o1 (centres undefined)
→ i	i	i	i	i	i	1.9	i	i	i	-9.7
c1coc(C2Nc3ccccc3-c3nc4ccccc4n32)c1 (centres undefined)
→ i	i	i	i	i	-6.32*	-43.5	i	i	i	0.4
C/C(=N\NC(=O)c1ccc(-c2ccccc2)cc1)C1C(=O)c2ccccc2C1=O
→ i	i	i	i	i	i	-0.7	i	i	i	129.8*
O=c1oc2cc(O)ccc2c2ccccc12
→ i	i	i	i	i	i	0.5	i	i	i	-2.9
Clc1ccc(/C=C\c2nccc3c2[nH]c2ccccc23)cc1
→ i	.	i	i	i	.	.	.	i	.	37.4
COc1ccccc1N1CCN(C(c2cccs2)C(C)NC(=O)c2cccs2)CC1 (centres undefined)
→ i	i	i	i	i	i	-4.5	i	i	i	-1.8
Cc1ccc(N=Nc2c(N)nn(-c3ccccc3)c2N)cc1
→ i	i	i	i	i	i	7.8	i	i	i	-7.1
CC(C)CCn1nc(C(=O)Nc2nc3c(s2)CCCC3)c2ccccc2c1=O
→ i	i	i	i	i	i	3.1	i	i	i	24.1
Cc1ccc2c(c1)S/C(=C/c1ccc[n+](CCO)c1)N2C
→ i	i	i	i	i	i	3.9	i	i	i	10.5
COc1ccc(Oc2nnnn2-c2ccccc2)cc1
→ i	i	i	i	i	i	8.9	i	i	i	-6.8
CCOC(=O)c1sc(N)c(C(=O)Nc2ccccc2OC)c1C
→ i	i	i	i	i	i	-1.7	i	i	i	2.6
CCOc1ccc(-c2nnc(SCC(=O)O)n2Cc2ccccc2)cc1
→ i	i	i	i	i	i	-4.4	i	i	i	-2.7
COC(=O)CN(C#N)c1nc(NC(C)C)nc(NC(C)C)n1
→ i	i	i	i	i	i	-3.2	i	i	i	4.5
CCC(C)OC(=O)c1cc(C)nc2c(Br)cc(Br)cc12 (centres undefined)
→ i	i	i	i	i	i	5.1	i	i	i	0.7
COc1ccc(NC(=O)c2cc3nc(-c4ccccc4)cc(C)n3n2)cc1OC
→ i	i	i	i	i	i	0.4	i	i	i	1.4
Cc1c(CNCCc2ccccc2)c(C(=O)O)c(C)n1-c1ccccc1
→ i	i	i	i	i	i	-1.6	i	i	i	-8.1
Clc1ccc2ccc3cccnc3c2n1
→ i	i	i	i	i	i	9.9	i	i	i	-4.1
N#Cc1ccc(OCC(=O)OCC(=O)Nc2cc(C(F)(F)F)ccc2N2CCOCC2)cc1
→ i	i	i	i	i	i	10.4	i	i	i	-14.1
CCn1cc(Cl)c(C(=O)Nc2cc(C(=O)OC)cc(C(=O)OC)c2)n1
→ i	i	i	i	i	i	0.3	i	i	i	-7.3
N#C/C(=C\c1ccc(Cl)cc1)c1nc2ncccc2[nH]1
→ i	i	i	i	i	i	-5.0	18.8*	i	i	5.9
COc1ccc(Br)cc1CN1CCN(C(=O)c2ccc(F)cc2)CC1
→ i	i	i	i	i	i	3.3	i	i	i	7.4
COc1ccc(NC(=O)CN(C)C(=O)CNC(=O)c2cccs2)cc1
→ i	i	i	i	i	i	-1.6	i	i	i	3.3
O=C(CCC1CCCCC1)Nc1ccccc1O
→ i	i	i	i	i	i	6.2	i	i	i	-4.9
COc1ccc([C@@H]2[C@@H]3C(=O)N(C(C)(C)C)C(=O)[C@@H]3[C@]3(Cc4ccc(Cl)cc4)C(=O)N(c4cccc(C)c4)C(=O)N23)cc1
→ i	i	i	i	i	i	0.4	i	i	i	-1.5
O=C1Nc2ncccc2OC1CCCl (centres undefined)
→ i	i	i	i	i	i	-9.2	i	i	i	1.2
CC(=O)OC(c1nc2ccccc2c(=O)n1C1CC2(OC1=O)c1ccccc1N1C(=O)C(C)(C)N(O)C12)C(C)C (centres undefined)
→ i	i	i	i	i	i	8.0	i	i	i	11.9
CC(=O)N1CCOc2ccc(S(=O)(=O)N3CCC(C(=O)Nc4ccccc4F)CC3)cc21
→ i	i	i	i	i	i	-0.3	i	i	i	8.6
CCc1nc(SCc2cccnc2)[nH]c(=O)c1C
→ i	i	i	i	i	i	-2.5	i	i	i	1.6
Cc1ccc(S(=O)(=O)N(C)c2cc(S(=O)(=O)Nc3ccncc3)c(C)cc2C)cc1
→ i	i	i	i	i	i	-5.3	i	i	i	-11.7
CCOC(=O)N1CCC(C(=O)Nc2ccc(OCC)cc2)CC1
→ i	i	i	i	i	i	2.5	i	i	i	-1.6
CCc1nnc2sc(-c3ccc(NC(=O)CSc4ccc(Cl)cc4)cc3)nn12
→ i	i	i	i	i	i	-1.2	i	i	i	17.4
CC1Cc2ccccc2N1C(=O)c1ccc2snnc2c1 (centres undefined)
→ .	i	.	.	i	i	2.6	i	.	i	.
CCOC(=O)/C(C#N)=C1\CC2CCC1(C)C2(C)C (centres undefined)
→ i	i	i	i	i	i	0.7	i	i	i	0.1
Cc1ccc(C)c(S(=O)(=O)Nc2ccc(C(=O)N3CCC3)cc2)c1
→ i	i	i	i	i	i	7.7	i	i	i	-1.1
c1ccc(CN2CCN(c3nc(-c4ccccc4)nc4ccccc34)CC2)cc1
→ i	i	i	i	i	i	0.2	i	i	i	32.1
O=C(N=C1SC2CS(=O)(=O)CC2N1c1ccc(Br)cc1F)C1CC1 (centres undefined)
→ i	i	i	i	i	i	-7.5	i	i	i	0.6
Cc1cc(C)c(NC(=O)COc2ccc(-n3cnnn3)cc2)c(C)c1
→ i	i	i	i	i	i	2.3	i	i	i	1.1
COCCOC(=O)C1=C(C)N(c2ccccc2)C(=S)NC1c1ccccc1C(F)(F)F (centres undefined)
→ i	i	i	i	i	i	5.5	i	i	i	12.8

Other entries
Second line of a record: TRPC6 inh	TMEM16A inh	TRPC6 act	RGS4 pot	TMEM16A act	MrgX1 antagonist	HDAC3 inhib	MrgX1 PAM	RGS4 inh	MrgX1 agonist	SKKanGAS inh
O=C(c1cc2c(ccc3ccccc32)o1)N1CCCCC1
→ i	i	i	i	i	i	-5.8	i	i	i	-7.9
CC(=O)Nc1ccc(S(=O)(=O)NNC(=O)COc2cccc(C)c2)cc1
→ i	i	i	i	i	i	-1.9	i	i	i	-4.1
CCN(CC)c1nc(Nc2ccccc2)nc(Oc2ccc(=O)n(C)n2)n1
→ i	i	i	i	i	i	-7.4	i	i	i	0.0
N#CCCN1CCN(CCC#N)CC1
→ i	i	i	i	i	i	0.1	i	i	i	9.8
CCOC(=O)c1c(NC(=O)CSc2nnc(C)c(=O)[nH]2)sc2c1CCCC2
→ i	i	i	i	i	i	2.7	i	i	i	22.9
O=c1c2cc(NC(=S)N3CCCC3)ccc2nc2n1CCCCC2
→ i	i	i	i	i	i	-1.8	i	i	i	-0.3
COc1ccccc1CN1CCN(C(CC(C)C)c2nnnn2Cc2cccs2)CC1 (centres undefined)
→ -7.21*	i	i	i	i	i	1.7	i	i	i	0.9
CCOC(=O)c1c(C)n(C)c2ccc(O)c(CN(C)C)c12
→ -8.65*	i	i	i	i	i	-3.6	i	i	i	4.9

Compound activity deposited in PubChem BioAssay by several laboratories.
